L3MBTL1 inh = inhibitors of human L3MBTL1. Potency, µM (highest dose often 57.1 µM), for the others: at the highest dose activity, negative = inhibition, actives largely listed as inhibitors. actives 0.66% (n = 230,000). AlphaScreen L3MBTL1–H3K9me1 peptide binding; further: nearly all actives have a fitted effect of over 60% in size
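AlphaScreen assay: L3MBTL1 (50 nM final) was preincubated 30 min at room temperature with biotinylated H3(1-15)K9me1 peptide (75 nM final), then 30 min with library compounds; streptavidin donor and nickel chelate acceptor beads (10 ug/mL final) added, 30 min dark.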
ALDH1A1 inh = blocks purified human ALDH1A1 activity | actives 7.3% (n = 220,000) | Potency, µM (series often up to 75.3 µM), for the others: top-dose activity, negative = inhibition, hits mostly inhibitors | P00352 | Purified ALDH1A1, NADH fluorescence, propionaldehyde substrate; active means well fitted inhibition curve with a large enough effect, not every such curve was filed as active; inconclusive means small, poorly fitted or top-dose-only effect, or another doubt; inactive means no such curve, though single readings can be large or run the other way;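 further: plate controls were no enzyme wells and a reference inhibitor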
Target sequence (P00352 whole entry, looked up): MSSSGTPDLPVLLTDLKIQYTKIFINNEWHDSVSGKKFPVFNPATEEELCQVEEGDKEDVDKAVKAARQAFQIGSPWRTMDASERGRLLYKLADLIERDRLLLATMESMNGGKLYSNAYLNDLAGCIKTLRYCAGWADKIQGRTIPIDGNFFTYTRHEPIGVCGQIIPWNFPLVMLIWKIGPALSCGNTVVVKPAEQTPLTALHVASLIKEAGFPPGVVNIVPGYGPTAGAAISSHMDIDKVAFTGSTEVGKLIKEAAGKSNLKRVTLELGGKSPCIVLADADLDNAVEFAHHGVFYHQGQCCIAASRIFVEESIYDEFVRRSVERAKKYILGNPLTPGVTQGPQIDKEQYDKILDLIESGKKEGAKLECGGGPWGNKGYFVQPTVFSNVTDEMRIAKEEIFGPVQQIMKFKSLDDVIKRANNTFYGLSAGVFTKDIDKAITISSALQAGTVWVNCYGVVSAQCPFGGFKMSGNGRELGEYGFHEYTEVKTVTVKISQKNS
GLA spleen mod = inhibitors or activators of human alpha-galactosidase in spleen homogenate. P06280. human spleen homogenate, 4MU-alpha-Gal fluorescence, 40 min. Potency, µM (titrated, usually from 80 µM), inactives show top-dose activity change, negative = inhibition, actives largely listed as inhibitors. actives 0.008% (n = 240,000). AID 2107;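 further: 0% = enzyme with vehicle and -100% = no enzyme basal signal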
Target sequence (P06280 32-429 limits assumed): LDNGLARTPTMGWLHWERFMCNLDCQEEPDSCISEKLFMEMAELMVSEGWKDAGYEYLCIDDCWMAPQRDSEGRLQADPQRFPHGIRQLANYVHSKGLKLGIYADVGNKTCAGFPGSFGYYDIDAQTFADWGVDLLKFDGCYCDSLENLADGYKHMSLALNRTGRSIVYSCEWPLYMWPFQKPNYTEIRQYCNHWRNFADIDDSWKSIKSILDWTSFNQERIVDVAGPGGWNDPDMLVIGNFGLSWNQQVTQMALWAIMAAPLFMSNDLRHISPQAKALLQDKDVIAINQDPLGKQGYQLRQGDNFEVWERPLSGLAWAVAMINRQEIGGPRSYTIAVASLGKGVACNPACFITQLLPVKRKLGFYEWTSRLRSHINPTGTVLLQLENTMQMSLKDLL
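Human spleen homogenate (1 ug) as enzyme source, 4-methylumbelliferyl-alpha-D-galactopyranoside 1 mM final, citrate/phosphate pH 5.0 with 0.01% Tween-20. Compounds 40 min at 37C, NaOH/glycine stop; fluorescence Ex 365/Em 440, Hill-fit AC50.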
TRb-SRC2 inh = disrupts binding of human TR beta to SRC2; actives 0.065% (n = 280,000); AID 1469; TRbeta-SRC2 peptide binding, fluorescence polarization; receptor liganded with 1 µM T3; Potency, µM (highest dose often 106 µM), inactives show at the top dose activity change, negative = inhibition, most hits filed as inhibitors; P10828;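 further: plate controls were bound peptide for no effect and peptide without receptor for full effect; nearly all actives have a fitted effect of over 50% in size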
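Quantitative HTS by FP: 0.6 uM TRb LBD, 20 nM labeled SRC2 20-mer, 1 uM T3, 5% DMSO; 5 hr ambient incubation; % activity per concentration and potencies from concentration series.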
Tau ThT inhib = blocks human tau fibril formation measured by thioflavin T; P10636; AID 1460; Potency, µM (doses to about 57.4 µM), for the others: at the highest dose activity, negative = inhibition, actives largely listed as inhibitors; actives 2.1% (n = 270,000); recombinant tau K18 P301L, heparin-induced fibrillization, ThT fluorescence; further: nearly all actives have a fitted effect of over 55% in size
Target sequence (P10636 561-689 P618L limits assumed): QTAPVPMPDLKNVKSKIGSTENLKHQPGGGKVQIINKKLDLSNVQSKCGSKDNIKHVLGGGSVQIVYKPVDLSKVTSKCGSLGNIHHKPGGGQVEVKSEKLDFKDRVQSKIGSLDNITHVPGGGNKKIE
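In this qHTS, human K18 P301L tau is incubated with compound and heparin for 6 hr at 37 C, and Thioflavin T fluorescence then reports fibril load.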
Tau fluor cs = counter-screen for tau fibril formation inhibitors; tau K18 P301L Alexa594 fluorescence, heparin fibrillization; Potency, µM (top dose mostly 57.7 µM), for inactives: at the highest dose activity change, negative = decrease; actives 0.93% (n = 280,000); AID 1463; further: nearly all actives have a fitted effect of over 55% in size
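Human tau K18 P301L (15 uM unlabeled, 0.24 uM Alexa 594-labeled) in 100 mM sodium acetate pH 7 with 20 uM heparin, 6 hr at 37 C. ThT 30 uM added, 1 hr ambient; Alexa 594 FP and total fluorescence read at 555/632 nm.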
TexasRed fluor = alters Texas Red total fluorescence, flagging assay interference | TRb/SRC2 Texas Red total fluorescence interference | Potency, µM (top dose mostly 106 µM), for inactives: at the highest dose fluorescence change, negative = quenching | actives 0.29% (n = 280,000) | AID 1479; active means well fitted curve in either direction with a large enough effect; inconclusive means small, poorly fitted or top-dose-only effect
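Flags fluorescent or light-absorbing compounds by total fluorescence, S + 2P, at 555 nm excitation and 632 nm emission. Mixture: 20 nM Texas Red SRC2 peptide, 0.6 uM human TRb LBD, 1 uM T3, 5% DMSO; compound exposure 5 h at ambient temperature.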
Tau fibril FP = tau fibrillization inhibition (FP); P10636; K18 P301L tau heparin fibrillization, Alexa594 FP, 6 h; Potency, µM (top dose mostly 57.7 µM), for the others: top-dose activity, negative = inhibition, most hits filed as inhibitors; actives 0.39% (n = 280,000); AID 1468; further: nearly all actives have a fitted effect of over 55% in size
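FP of Alexa 594-tau after heparin (20 uM) induction. Substrate: human K18 P301L, 15 uM unlabeled, 0.24 uM labeled. Buffer 100 mM sodium acetate pH 7. 6 hr, 37 C.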
* hit, by the source's call; ? = inconclusive; . = no result given; [ ] = another dose, or the depositor's remark. Unless noted, the call rests on the fitted dose curve; in most records, active means well fitted curve in the direction sought with a large enough effect; inconclusive means small, poorly fitted or top-dose-only effect, or another doubt; inactive means no such curve, though single readings can be large; an effect the other way counts as inactive or inconclusive. Unless noted, on the % scale 0 is the no-effect control and ±100 the full control effect; potency means the concentration at half of the fitted maximal effect.

SMILES	L3MBTL1 inh	ALDH1A1 inh	GLA spleen mod	TRb-SRC2 inh	Tau ThT inhib	Tau fluor cs	TexasRed fluor	Tau fibril FP
CCC(C)(C)NC(=O)c1ccc2c(c1)N(CC(=O)OC)C(=O)C(C)(C)O2	1%	4%	0%	-18%	7%	4%	1%	-3%
CCn1cc(C(=O)NCC(=O)OC)c2cc(OC)c(OC)cc2c1=O	5%	-7%	1%	1%	-6%	-4%	0%	1%
CCn1c2ccccc2c2cc(CN3CCN(S(=O)(=O)Cc4ccccc4)CC3)ccc21	1%	?	5%	8%	-8%	-12%	-1%	-1%
c1ccc(CNc2nc3ccccc3n3cnnc23)nc1	.	0%	2%	-5%	-9%	-6%	1%	7%
COc1ccc(-c2nc3ccc(NS(=O)(=O)c4ccc(C)cc4)cc3o2)cc1	.	.	.	4%	6%	16µM*[quencher]	-1%	-14%
Cn1c(CN2CCCC2)nc2cc(NC(=O)COc3ccccc3)ccc21	-1%	17%	-4%	3%	-18%	-6%	-2%	-4%
Cc1ccc2nc(COc3cccc(NC(=O)COc4ccc(F)cc4)c3)cc(=O)n2c1	.	.	.	2%	-11%	-12%	-1%	-8%
CCN1C(=O)c2cccc3c(S(=O)(=O)Nc4ccccn4)ccc1c23	4%	7.9µM*	-1%	3%	-8%	-1%	1%	-1%
COc1ccc(C2OC3C(CO)OC(n4cnc5c(=O)[nH]c(N)nc54)C3O2)cc1 (stereo unspecified)	.	2%	9%	-2%	-6%	-4%	1%	0%
COc1cc(S(=O)(=O)n2cnc(C)c2)ccc1Br	-18%	0%	0%	3%	8%	5%	-1%	3%
Cc1ccc(CC(CC(=O)O)C(=O)NCC23CC4CC(CC(C4)C2)C3)cc1 (stereo unspecified)	.	1%	6%	4%	-5%	-6%	-3%	-4%
CC1(C)CC(CC(=O)NC(=S)Nc2ccc([N+](=O)[O-])cc2)C(=O)O1 (stereo unspecified)	-5%	?	-12%	-7%	-12%	-12%	-2%	0%
CC1(c2nnc(-c3ccc(F)cc3)o2)CC(c2ccc(F)cc2)=NO1 (stereo unspecified)	.	.	-6%	6%	-14%	-23%	0%	5%
COc1ccc(NC(=O)Cn2c(=O)n(-c3ccc(OC)cc3)c(=O)c3sc4ccccc4c32)cc1	.	.	.	-1%	3%	-15%	0%	?
c1cc(C(c2nnnn2C2CCCC2)N2CCOCC2)ccn1 (stereo unspecified)	-4%[11.4 µM]	?	-2%	-1%	0%	13%	3%	2%
CC(Sc1nc(=O)cc(N)n1CCc1ccccc1)C(=O)Nc1cccc(Cl)c1 (stereo unspecified)	.	.	.	-3%	-7%	?	-1%	?
Cn1nc(-c2ccccc2)c(C(O)c2ccccc2C(F)(F)F)c1Cl (stereo unspecified)	-8%	4%	4%	-16%	1%	-12%	2%	3%
COc1ccc(C(=O)/C=C/Nc2ccccn2)c(OC)c1	-3%	?	-1%	-4%	-8%	-7%	-3%	-7%
COCCCNCCOCCOc1c(OC)cccc1OC	10%	-2%	-3%	1%	-3%	-7%	-7%	-2%
CC(=O)c1cc2c(cc1NC(=O)CCCC(=O)O)OCO2	5%	0%	-2%	-7%	-7%	-5%	-1%	3%

A portion taken from the entries so far, for reference:
SMILES	L3MBTL1 inh	ALDH1A1 inh	GLA spleen mod	TRb-SRC2 inh	Tau ThT inhib	Tau fluor cs	TexasRed fluor	Tau fibril FP
CCC(C)(C)NC(=O)c1ccc2c(c1)N(CC(=O)OC)C(=O)C(C)(C)O2	1%	4%	0%	-18%	7%	4%	1%	-3%
CCn1cc(C(=O)NCC(=O)OC)c2cc(OC)c(OC)cc2c1=O	5%	-7%	1%	1%	-6%	-4%	0%	1%

Other entries.
SMILES	L3MBTL1 inh	ALDH1A1 inh	GLA spleen mod	TRb-SRC2 inh	Tau ThT inhib	Tau fluor cs	TexasRed fluor	Tau fibril FP
CCN(Cc1ccccc1)C(c1cccc(C#N)c1)c1nnnn1C(C)(C)C (stereo unspecified)	13%	25%	2%	9%	5%	-7%	1%	2%
C=C1C2C[C@H](O)C(C)(C)[C@@]2(O)[C@H](O)C[C@]23C[C@@](C)(O)[C@H](CC[C@H]12)[C@H]3O (stereo partly specified)	7%	?	0%	0%	0%	-6%	-6%	2%
COc1ccc2ccc3c(c2c1)N=C[C@]1(O3)N(C)c2ccccc2C1(C)C	0%	?	-1%	?	20µM*	?	?	?
COc1cccc(CN2CCC(N(CCc3ccccc3)Cc3ccccc3)CC2)c1OC	-3%	?	2%	-5%	?	-10%	-1%	3%
O=C(CCN1C(=O)COc2ccccc21)N1CCN(c2ccccc2)CC1	.	-15%	-6%	-2%	-7%	-8%	-2%	-1%
COc1ccccc1-c1cc(C(F)(F)F)nc(NCc2ccco2)n1	21%	-6%	-6%	6%	?	-20%	3%	-13%
Cc1ccc(/C(N)=N/OC(=O)c2cccc(Cn3cc(C(F)(F)F)ccc3=O)c2)cc1	14%	-4%	1%	-7%	-6%	-20%	-7%	4%
COc1ccccc1NC(=O)CSc1nc2c(sc3ccccc32)c(=O)n1CCN(C)C	.	?	?	1%	?	-14%	-4%	?
COc1cc(NC(=S)N2CCN(C(=O)c3ccco3)CC2)c(OC)cc1Cl	-9%	25µM*	-19%	-24%	-6%	-7%	-2%	-2%
CSC1=C(C#N)C(C)CC(=O)N1 (stereo unspecified)	-3%	?	-4%	2%	-16%	-19%	-5%	-7%
Cc1cc(C(=O)OCC(=O)Nc2sc3c(c2C#N)CCC(C)C3)c2ccccc2n1 (stereo unspecified)	?	?	-2%	-9%	?	-20%	-3%	-4%
O=C(CCC(=O)c1cccs1)c1cccs1	5%	28µM*	-5%	5%	-6%	-10%	-1%	4%
COc1ccc(S(=O)(=O)N2CCN(Cc3ccc4c(c3)OCO4)CC2)c2ccccc12	.	?	-1%	-19%	-9%	-15%	2%	2%
Clc1ccc2[nH]c3c(NCC4CCCO4)ncnc3c2c1 (stereo unspecified)	4%	?	1%	0%	-16%	?	-2%	12%
Cc1cc2c3c(c1)C(C)CC(C)(C)N3C(=O)C2=O (stereo unspecified)	-4%	0.16µM*	-6%	1%	?	-3%	-3%	3%
O=C(c1ccc(F)cc1)N1CCN(c2ccc([N+](=O)[O-])c(N3CCOCC3)c2)CC1	-6%	?	-8%	-8%	?	-2%	-2%	5%
O=C(O)c1ccc(S(=O)(=O)Cc2ccccc2)cc1	14%	5%	6%	-10%	-3%	8%	2%	-7%
COc1ccc(C(CC(=O)O)NS(=O)(=O)c2ccc(C)cc2)cc1OC (stereo unspecified)	3%	9%	2%	-5%	-5%	-3%	2%	-4%
COc1ccc(F)cc1C(=O)C1CCCN(Cc2ccc(Oc3ncccn3)cc2)C1 (stereo unspecified)	2%	0%	-5%	1%	3%	-1%	-2%	-2%
COc1ccc(N2CCN(C(=O)c3ccc(NS(=O)(=O)c4ccccc4)cc3)CC2)cc1	16%	-9%	-13%	-11%	1%	-4%	0%	3%
CCOC(=O)CN1C(=O)C(CC)Oc2ccccc21 (stereo unspecified)	4%	-5%	0%	-10%	0%	-3%	0%	-3%
COc1ccc(N(CC(=O)Nc2cc(C)cc(C)c2)S(=O)(=O)c2ccccc2[N+](=O)[O-])c(OC)c1	-7%	-7%	-20%	-7%	-12%	?	-1%	-15%
CN(CC(=O)Nc1ccc(Cl)cc1)Cc1cc(=O)n2ccsc2n1	5%	?	2%	-8%	-4%	1%	-4%	0%
N[C@@H](CCC(=O)N[C@H](CSN=O)C(=O)NCC(=O)O)C(=O)O	.	-7%	5%	6%	?	-21%	-2%	?
CN(C)S(=O)(=O)c1ccc2c(c1)N(CC(=O)N1CCN(c3cccc(Cl)c3)CC1)CCS2	.	.	.	-5%	3%	-22%	-6%	14%
CC[C@@H](C)[C@@H](C(=O)N1CCN(C(=O)OC(C)(C)C)CC1)n1cc(CCC(=O)O)nn1	.	.	-1%	-3%	16%	17%	-1%	0%
C#CC(C)OC(=O)Nc1cnccc1C(F)(F)F (stereo unspecified)	3%	.	1%	-3%	-4%	-2%	-1%	3%
Cc1ccc(Cl)cc1N1CCN(C(=O)c2ccc(NS(=O)(=O)c3c(C)noc3C)cc2)CC1	-9%	11%	2%	1%	?	?	1%	2%
COCC(=O)N(Cc1cc2cc(OC)ccc2[nH]c1=O)c1ccccc1	-4%	?	11%	11%	-16%	-7%	1%	2%
S=C(NN=C(C1CC1)C1CC1)Nc1ccccc1	-4%	25µM*	4%	-5%	?	-21%	-9%	4%
O=C(CCSCCc1ccccn1)Nc1ccccc1C(F)(F)F	.	.	.	6%	-2%	8%	-27%	0%
CCOC(=O)c1ccc(NC(=S)NN)cc1	.	?	-3%	2%	?	?	-3%	-15%
Cc1ccc(CN2C(=O)C3(c4ccccc42)N(c2ccc(C)c(Cl)c2)C(=O)CS3(=O)=O)cc1 (stereo unspecified)	.	.	.	9%	-2%	-7%	-2%	2%
COCCCNC(=O)c1sc2nc(C)c(C(=O)Nc3ccc(C)cc3C)c(-c3ccccc3Cl)c2c1N	.	.	.	0%	-20%	-23%	-1%	-5%

Compound profiles (already shown). Values in the order: L3MBTL1 inh	ALDH1A1 inh	GLA spleen mod	TRb-SRC2 inh	Tau ThT inhib	Tau fluor cs	TexasRed fluor	Tau fibril FP
COc1ccc(C(CC(=O)O)NS(=O)(=O)c2ccc(C)cc2)cc1OC (stereo unspecified) as listed: 3%	9%	2%	-5%	-5%	-3%	2%	-4%
COc1ccccc1NC(=O)CSc1nc2c(sc3ccccc32)c(=O)n1CCN(C)C as listed: .	?	?	1%	?	-14%	-4%	?
COc1ccc(F)cc1C(=O)C1CCCN(Cc2ccc(Oc3ncccn3)cc2)C1 (stereo unspecified) as listed: 2%	0%	-5%	1%	3%	-1%	-2%	-2%
CCN(Cc1ccccc1)C(c1cccc(C#N)c1)c1nnnn1C(C)(C)C (stereo unspecified) as listed: 13%	25%	2%	9%	5%	-7%	1%	2%
CCOC(=O)c1ccc(NC(=S)NN)cc1 as listed: .	?	-3%	2%	?	?	-3%	-15%

From PubChem
